Source: PubChem (National Center for Advancing Translational Sciences (NCATS))
IkB signaling – inhibitors of IkB signaling in ABC-DLBCL cells | ABC-DLBCL IkBa-CBG/CBR dual luciferase ratio, 4 h; response scale: scaled: untreated 0%, proteasome inhibitor 100% | Potency, µM (series often up to 57.1 µM), inactives show at the highest dose IkBa stabilization activation | 110,000 compounds, 0.04% hits; active = well fitted curve in the direction sought with a large enough effect in the signal ratio, not every such curve was filed as active; inconclusive = small, poorly fitted or top-dose-only effect, or a change in a side signal; the % refers to the signal ratio;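 note: the direction sought is a rising ratio; 0% = basal untreated cells and 100% = reference inhibitor full response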
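Luminescence ratio of IκBα-fused green versus native red beetle luciferase in OCI-Ly3 cells, 4 h post-doxycycline with compound; red signal alone, scaled from basal (0%) to zero light (-100%), flagged nonspecific or cytotoxic effects.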
Imprint erasure – genomic imprint erasure induction; mouse ES Peg3-LacZ reporter, beta-gal luminescence, 40 h; Potency, µM (highest dose often 60.7 µM), inactives show at the highest dose activity change, positive = activation, actives largely listed as activators; 110,000 compounds, 0.02% hits;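 note: 0% = negative control wells on the plate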
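Each well holds 300 Peg3LacZ-Neo (maternal) female ES cells incubated 40 h at 37C, 5% CO2. LacZ is measured by BetaGlo luminescence, with AC50 and maximum efficacy derived from dose-response curves.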
p53ts 39C kill – cytotoxicity in p53ts cells at nonpermissive temperature. H1299-p53A138V viability at 39C, ATP luminescence, 24 h. Potency, µM (titrated, usually from 46.1 µM), without a hit: at the highest dose activity change, negative = cell killing, actives largely listed as cytotoxic. 130,000 compounds, 1.5% hits; note: nearly all actives have a fitted effect of over 55% in size
p53ts 32C kill – cytotoxicity in p53ts cells at permissive temperature; H1299-p53A138V at 32C, ATP luminescence viability, 24 h; Potency, µM (highest dose often 46.1 µM), for inactives: at the top dose activity change, negative = cytotoxicity, actives largely listed as cytotoxic; 130,000 compounds, 0.93% hits; AID 924;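 note: 0% = DMSO and -100% = full killing by reference compound; nearly all actives have a fitted effect of over 55% in size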
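ATP-content luminescence (ATPlite) read-out after 24 h compound exposure at 32C in H1299-p53A138V cells (600/well). Tested up to 46 uM. Normalized to DMSO (0%) and 100 uM tamoxifen (100% killing); Hill-fit AC50.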
An asterisk follows results filed as active; ? = inconclusive; . = no result given; [ ] = another dose, or the depositor's remark. Unless noted, calls come from the whole dose curve; as a rule, active = well fitted curve in the direction sought with a large enough effect; inconclusive = small, poorly fitted or top-dose-only effect, or another doubt; inactive = no such curve, though single readings can be large; an effect the other way counts as inactive or inconclusive. Unless noted, % is set by controls: 0 for no effect and ±100 for the full control effect; potency is the fitted concentration of half-maximal effect.

SMILES	IkB signaling	Imprint erasure	p53ts 39C kill	p53ts 32C kill
COc1ccc(C)cc1NC(=O)c1ccc(NC(=O)CC2SC(N3CCCC3)=NC2=O)cc1 (stereo not drawn)	0.2%	-8%	7%	3%
Cn1c(=O)c2c(nc(Br)n2Cc2c(F)cccc2Cl)n(C)c1=O	-2.7%	0%	8%	7%
NC(=O)C1CCN(Cc2nnnn2Cc2ccco2)CC1	0.2%	-8%	12%	3%
COCCCn1c(SCc2nnc(-c3ccc(OC)c(OC)c3)o2)nc2ccccc2c1=O	.	.	9%	2%
CCOc1ccc(C2c3c(oc4ccc(C)cc4c3=O)C(=O)N2CCCN2CCOCC2)cc1 (stereo not drawn)	-0.5%	-13%[10.9 µM]	3%	-23%
Cc1ccc(CCCC(=O)O)cc1C	1.1%[11.4 µM]	-5%[10.9 µM]	3%[9.22 µM]	1%[9.22 µM]
Cc1cccc(C(=O)N2CCNC(=O)C2CC(=O)Nc2ccc(F)cc2)c1 (stereo not drawn)	0.0%	11%[10.9 µM]	2%	3%
O=C(c1cnccn1)N(c1ccccc1)C1(C(=O)NC2CCCCC2)CCCCC1	3.5%	-16%	-10%	21%
CN(C)c1ccc(NC(=S)c2ccccn2)cc1	?	-93%[inhibitor]	2.5µM*	1.6µM*
O=C(NCCc1ccc(Cl)cc1)c1ccc(Cn2c(=O)[nH]c3ccccc3c2=O)cc1	4.0%	-21%[10.9 µM]	?	-8%
COc1ccccc1NC(=O)CSc1nc(-c2cccc(Cl)c2)nc2c1Cc1c(CO)cnc(C)c1O2	-0.7%	-10%[10.9 µM]	17%	7%
Cc1cc2oc(C(=O)Nc3sc4c(c3C(=O)NCC3CCCO3)CCC4)cc(=O)c2cc1C (stereo not drawn)	1.6%	-6%[10.9 µM]	2%	-4%
O=C(NCCc1ccccc1)C1CCN(S(=O)(=O)c2cccc3nonc23)CC1	-1.4%	-13%	-2%	15%
CCOC(=O)c1c(NC(=O)CN2CCN(c3ccccn3)CC2)sc2c1CCCC2	1.0%	-4%	1%	-9%
CCN1C(=O)C(O)(c2c[nH]c3ccccc23)c2cc(Br)ccc21 (stereo not drawn)	?	4%[10.9 µM]	9%	12%
Cn1c(=O)cc(OCC(=O)NCc2ccccn2)c2ccccc21	0.3%	0%	1%	1%
CCOC(=O)c1[nH]c(COC(=O)C2CC(=O)N(Cc3ccccc3)C2)c(C(=O)OCC)c1C (stereo not drawn)	1.3%	?	1%	9%
O=C(NC1CC(=O)N(c2cccc(F)c2)C1)c1ccc(S(=O)(=O)N2CCCCC2)cc1 (stereo not drawn)	?	-8%[10.9 µM]	15%	-3%
Cc1ccccc1-c1nc(CN2CCCC(C(=O)NCc3cccnc3)C2)c(C)o1 (stereo not drawn)	0.0%	-18%	-12%	1%
CCS(=O)(=O)c1ccc2oc(SCC(=O)c3ccco3)nc2c1	0.5%	-11%	-14%	2%
NC(=O)c1ccc(OCC(F)(F)C(F)(F)C(F)(F)C(F)(F)C(F)(F)C(F)F)cc1	0.6%	-10%	6%	8%
CC1CCCC(NC(=O)c2cn(C)c3ccc(S(=O)(=O)N4CCCC4)cc3c2=O)C1C (stereo not drawn)	-0.2%	?	5%	9%
COc1ccc(-c2coc3c(O)c(OC)ccc3c2=O)cc1	.	-55%[inhibitor]	?	?
Cc1ccc2cc(CN(Cc3ccco3)C(=O)c3ccccc3)c(=O)[nH]c2c1C	?	-19%	-1%	-5%
O=C(CC1CCCCC1)NCc1cn2ccsc2n1	-2.7%	-6%	6%	33%[activator]
O=C(Nc1ccc(-n2nncc2-c2ccco2)cc1)c1ccc(F)cc1	?	-14%	-10%	7%
CCN(CC)CCOCCOC(=O)C1(c2ccccc2)CCCC1	1.4%	-16%	-7%	-12%
CCOC(=O)CNS(=O)(=O)CCN1C(=O)c2ccccc2C1=O	3.3%	-1%	11%	-11%
NC(=O)C1CCN(c2oc(-c3ccccc3F)nc2S(=O)(=O)c2ccc(Cl)cc2)CC1	-2.2%	-20%	8%	6%
c1ccc(-c2cc3n(c2)CCc2ccccc2-3)cc1	.	.	-29%	-23%
CC(=O)c1c(C)nn(CC(O)COc2ccc3c(c2)CCC3)c1C (stereo not drawn)	?	-5%	2%	-9%
COc1ccc(-n2nnc3c(=O)n(CC(=O)NCC4CCCO4)cnc32)cc1 (stereo not drawn)	0.9%	-11%	-22%	-18%
Cc1ccccc1OCCn1nc(C(=O)O)c2ccccc2c1=O	?	-2%	-14%	-8%
O=c1[nH]c(C2CCCN(S(=O)(=O)c3ccccc3)C2)nc2c1nnn2Cc1ccccc1F (stereo not drawn)	?	-15%	9%	14%
O=C(NC1CCCCC1)NC1CCN(S(=O)(=O)c2ccc3c(c2)OCCO3)CC1	2.1%	-7%	1%	-4%
Cc1occc1-c1nnc(SCC(=O)c2ccc(F)cc2)o1	0.4%	-11%	-9%	9%

An excerpt from above, reduced to p53ts 39C kill:
Compound,p53ts 39C kill
Cc1ccccc1OCCn1nc(C(=O)O)c2ccccc2c1=O,-14%
O=c1[nH]c(C2CCCN(S(=O)(=O)c3ccccc3)C2)nc2c1nnn2Cc1ccccc1F (stereo not drawn),9%
CCOC(=O)CNS(=O)(=O)CCN1C(=O)c2ccccc2C1=O,11%
NC(=O)C1CCN(c2oc(-c3ccccc3F)nc2S(=O)(=O)c2ccc(Cl)cc2)CC1,8%
Cc1occc1-c1nnc(SCC(=O)c2ccc(F)cc2)o1,-9%

Continued.
SMILES	IkB signaling	Imprint erasure	p53ts 39C kill	p53ts 32C kill
COc1ccc2[nH]c(=O)c(CN(C3CCCCC3)C(c3nnnn3Cc3ccco3)C(C)C)cc2c1 (stereo not drawn)	7.9µM*	.	?	20%
O=S(=O)(c1cccc(S(=O)(=O)N2CCN(c3ncccn3)CC2)c1)N1CCOCC1	0.0%	27%	12%	0%
O=C(C(c1ccccc1)c1ccccc1)N1CCN(Cc2ccco2)CC1	.	.	-11%	-17%
CCc1ccc2[nH]c(=O)c(C(c3nnnn3CCOC)N3CCN(c4ccccc4)CC3)cc2c1 (stereo not drawn)	5.1%	-6%	11%	1%
Cn1c(=O)c2c(nc(CN3CCOCC3)n2CCN2CCOCC2)n(C)c1=O	-0.7%	6%	-11%	-2%
Cc1cc(C)cc(Nc2cc(C)nc3nc(-c4ccco4)nn23)c1	?	-1%[10.9 µM]	-3%	-5%
O=C(NCCc1ccccc1)C1CCN(Cc2cc3ccccc3n2Cc2cccc(Cl)c2)CC1	?	7%[10.9 µM]	-28%	16%
COc1cc(O)c(C(=O)/C=C/c2ccc(OC)c(O)c2)c(OC)c1	.	-37%[inhibitor]	63%[activator]	10µM*
CC(C)CCNC(=O)NC(=O)CN1C(=O)NC2(CCCCC2)C1=O	0.2%	1%	-3%	2%
COc1cccc2sc(N(Cc3cccnc3)C(=O)C3CCCCC3)nc12	?	-9%[10.9 µM]	23%	7%
COc1ccc(NC(=O)c2c(-c3ccccc3)noc2C)c(OC)c1	0.0%	-10%	5%	3%
Cc1cc(-c2ccc(C)c(S(=O)(=O)N(C(C)C)C3CCCCC3)c2)on1	-1.1%	-11%[10.9 µM]	-15%	-1%
Cc1ccc(Cl)cc1NC(=O)C1CCN(C(=O)c2cnn(-c3ccccc3)c2-n2cccc2)CC1	3.5%	-11%[10.9 µM]	1%	19%
CCOc1ncccc1C(=O)OCC(=O)N1CCN(S(=O)(=O)c2ccccc2)CC1	-0.3%	-2%	10%	4%
Cc1ccc(N2CCN(C(=O)NCc3noc4ccc(C)cc34)CC2)c(C)c1	-2.8%	-15%[10.9 µM]	-13%	2%
CN(C)CCN(Cc1ccccc1)S(=O)(=O)c1ccc2[nH]c(=O)ccc2c1	0.3%	-13%[10.9 µM]	-3%	-5%
CCN(CC)c1nc(N)c2c(N)n(-c3ccccc3C)c(=S)c(C#N)c2c1C#N	-1.1%	-15%	1%	6%
CC(C)OP(=O)(c1ccc(N(C)C)cc1)C(O)c1ccccc1F (stereo not drawn)	2.7%	-14%	-1%	5%
CCOC(=O)CCC(=O)N1CCOCCN(C(=O)CCC(=O)OCC)CCOCC1	0.7%	1%	9%	-2%
O=C(NCCc1ccccc1)C(=O)Nc1cccc(Br)c1	3.8%	-8%[10.9 µM]	8%	-8%
CC(=O)N1CCC2(CCCN(Cc3cc(C(F)(F)F)cc(C(F)(F)F)c3)C2)CC1	0.1%[11.4 µM]	.	-12%	2%
Cc1oc2ccc(O)c(CN3CCCC3)c2c1C(=O)Nc1ccc(C(C)C)cc1	?	-7%[10.9 µM]	?	-4%
Cc1cc(C)n(-c2nc3ccccc3nc2Nc2ccc(CC(=O)O)cc2)n1	?	-6%	8%	12%
CCn1c2ccccc2c2cc(NC(=O)CCCN3C(=O)CCC3=O)ccc21	?	-25%	9%	8%
COC(=O)c1ccccc1OC(=O)c1ccc(Br)o1	-2.8%	-15%	8%	3%
Cc1cc(CNC(=O)Cc2c(F)cccc2Cl)nn1C	1.8%	-20%	-4%	-7%
CC(C)(C)c1ccc(C(=O)Nc2onc3c2CCCC3)cc1	-2.2%	-12%[10.9 µM]	13µM*	13µM*
Cc1ccc(Cl)cc1N1CCN(C(=O)CCNS(=O)(=O)c2ccc3c(c2)CCN3C(=O)C2CC2)CC1	?	19%[10.9 µM]	-19%	4%
CCCNC(=O)NC(=O)CSc1ncc(C(F)(F)F)cc1Cl	0.6%	-6%	10%	12%
O=C(CCS(=O)(=O)c1cc2c(cc1Cl)NC(=O)CO2)NCc1ccccc1	-0.5%	-20%[10.9 µM]	?	8%
Nc1c(C(=O)NCC2CCCO2)c2nc3ccccc3nc2n1-c1ccccc1 (stereo not drawn)	?	-10%	-15%	16%
Cc1nc(-c2ccc(F)cc2)sc1CCNC(=O)c1ccc(C(C)(C)C)cc1	?	-5%[10.9 µM]	10%	11%
COC(=O)c1c(C)nc(C)c2c(=O)oc3ccccc3c12	-3.0%	5%	2%	0%
CN(C)c1ccc(C(CNC(=O)c2c(F)cccc2Cl)N2CCOCC2)cc1 (stereo not drawn)	?	-4%[10.9 µM]	-8%	-4%
O=C(CN1C(=O)c2ccccc2S1(=O)=O)N1CCN(c2cccc(Cl)c2)CC1	2.0%	-3%	5%	-6%
CCOc1ccccc1NC(=O)c1c(NC(=O)c2ccncc2)sc2c1CCC(C(C)(C)C)C2 (stereo not drawn)	1.3%	5%[10.9 µM]	16%	17%

Laid out differently: 3 of the compounds above
Order of values – IkB signaling	Imprint erasure	p53ts 39C kill	p53ts 32C kill
Cc1cc(CNC(=O)Cc2c(F)cccc2Cl)nn1C
  1.8%	-20%	-4%	-7%
COC(=O)c1c(C)nc(C)c2c(=O)oc3ccccc3c12
  -3.0%	5%	2%	0%
CCCNC(=O)NC(=O)CSc1ncc(C(F)(F)F)cc1Cl
  0.6%	-6%	10%	12%

Additional records:
SMILES	IkB signaling	Imprint erasure	p53ts 39C kill	p53ts 32C kill
CCOc1ccccc1NC(=O)C1CCCN(S(=O)(=O)c2cccc3cccnc23)C1 (stereo not drawn)	1.4%	-12%	-9%	-2%
COC(=O)CCc1c(C)c(C(=O)c2ccco2)c2ccccn12	?	-3%	13%	2%
CCOc1ccc(N(CC(=O)NCc2ccco2)S(=O)(=O)c2ccc(OC)c(OC)c2)cc1	0.4%	-10%	-2%	0%
COc1ccc(CNC(=O)c2cc3cc4ccc(C)cc4nc3o2)cc1	-0.2%	-15%[10.9 µM]	16%	-2%
COc1ccc(Cl)cc1CSc1n[nH]c(C)n1	-1.4%	-7%	7%	-8%
c1ccc(-c2nn3c(-c4ccncc4)nnc3s2)nc1	-2.1%	-11%	11%	7%
CCOc1ccc(Oc2cc(C)nc(SC)n2)nn1	.	.	-2%	-3%
COc1ccc(CCNC(=O)c2sc(=S)n(C)c2N)cc1	-0.9%	-7%	-3%	0%
COC(=O)c1ccc(CSc2nnc3sc4ccccc4n23)o1	3.3%	-25%	-8%	7%
CC(=O)OC(C(=O)NCc1ccco1)c1cccnc1 (stereo not drawn)	?	.	6%	-2%
COC(=O)c1scc(-c2ccc(C)cc2)c1S(=O)(=O)N1CCN(c2ccc(F)cc2)CC1	-1.6%	-14%[10.9 µM]	-10%	3%
